From PubChem BioAssay
PhoP GFP inhibition = Inhibition of PhoP regulon, Salmonella typhi GFP reporter cells, confirmation, 4 h (AID 1850). Salmonella Typhi PhoP-promoter GFP reporter, fluorescence, 4 h; higher % means a stronger effect. inhibition, % at 50 µM, or IC50 in µM where a hit was titrated. 0.33% of 310,000 active; in the data active = a potency from the dose series; inconclusive = inhibition mostly from about 25% at the one dose, without a potency; inactive = the rest, 99 in 100 with inhibition below about 19%;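 note: 0% = induced wells with vehicle and 100% = uninduced wells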
M. tuberculosis HTS = M. tuberculosis growth inhibition, HTS (AID 449762); M. tuberculosis H37Rv growth inhibition, 7H9 media; higher % means a stronger effect; inhibition, % at 25 µM, or IC50 in µM where a hit was titrated; 0.59% of 330,000 active; in the data active = a potency from the dose series; inconclusive = inhibition above about 70% without an active follow-up result;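 note: bacterial growth assessed after seven days of incubation; strong numbers were not always called active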
inhibitors of VEEV = inhibitors of VEEV TC-83 cytopathic effect, confirmation, Vero cells (AID 588727); Vero cells, VEEV TC-83 cytopathic effect inhibition; higher % means a stronger effect; one-dose inhibition, % at 20 µM; IC50 in µM for titrated hits; 0.13% of 350,000 active; in the data active = a potency from the dose series; inconclusive = inhibition mostly from about 14% at the one dose, without a potency; inactive = the rest, 99 in 100 with inhibition below about 12%; note: strong numbers were not always called active
M. tuberculosis = growth inhibition of non-replicating M. tuberculosis (AID 488890). Mycobacterium tuberculosis non-replicating, growth inhibition; higher % means a stronger effect. one-dose inhibition, % at 25 µM; IC50 in µM for titrated hits. 0.39% of 320,000 active; in the data active = a potency from the dose series; inconclusive = inhibition mostly from about 82% at the one dose, without a potency; inactive = the rest, 99 in 100 with inhibition below about 76%;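 note: plate controls were DMSO cells for no effect and high antibiotic wells for full effect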
influenza NS1A = H1N1 influenza NS1A inhibitors, functional cell based assay (AID 504329); NS1A functional cell-based assay, percent inhibition; higher % means a stronger effect; one-dose inhibition, % at 12.5 µM; IC50 in µM for titrated hits; 0.3% of 340,000 active; in the data active = a potency from the dose series; inconclusive = inhibition above about 27% without an active follow-up result; note: strong numbers were not always called active
inhibitors of VEEV 10K pilot screen = recorded beside inhibitors of VEEV, whose call it bears; inhibition, %; measured here: 10K pilot screen inhibition
* marks the source's active call; other numbers are inactive results; i = inactive; ? = inconclusive; · = not tested or not shown; & = joins results of further samples.

SMILES	PhoP GFP inhibition	M. tuberculosis HTS	inhibitors of VEEV	M. tuberculosis	influenza NS1A	others
CCN(CC)C1CCN(C(=O)CCc2nnc(CCCCc3ccccc3)o2)C1 (configuration not stated)	2%	-4%	0.7%	-5%	1%	inhibitors of VEEV 10K pilot screen=0.6
Cc1ccc(/C=N/NC(=O)CSc2nc3ccccc3c(=O)n2-c2ccccc2C)s1	5%	7%	9.7%	60%	-5%
CCc1cccc(C)c1Nc1nc2ccccc2n2cnnc12	-5%	7%	0.1%	1%	-21%
Cc1cccc(NC(=O)c2cc(NC(=O)C3CCCCC3C(=O)O)ccc2N2CCCCC2)c1 (configuration not stated)	-4%	-7%	i	54%	10%
CNC(=O)c1ccsc1NC(=O)c1ccc(Cl)s1	-21%	-3%	0.7%	4%	-9%
Cc1cc(O)c(/C=N/Nc2ccc(Cl)cc2)c(=O)o1	-3%	?	2.6%	48%	-5%
CCCOC(=O)c1ccc(NC(=O)c2cc(=O)[nH]c3ccccc23)cc1	-17%	-9%	0.4%	0%	-8%
Cc1cccc(N2CCN(C(=O)c3cc(S(=O)(=O)N4CCOCC4)cn3C)CC2)c1C	-6%	-8%	4.0%	0%	-1%
O=C(O)Cc1cn(Cc2cccc(Cl)c2)c2ccccc12	2%	0%	i	13%	-24%
c1ccc2c(CCNc3ncnc4nc[nH]c34)c[nH]c2c1	·	4%	11%	·	7%
COc1ccc(S(=O)(=O)N2CCN(C(=O)NCc3ccc(OC)c(OC)c3)CC2)cc1	6%	-9%	1.4%	-5%	3%
COC(=O)c1ccccc1NC(=O)CN1C(=O)c2ccccc2C1=O	-1%	1%	2.1%	-23%	·
CCN(CC)CCCN=Cc1c(O)n(-c2ccccc2F)c(=O)[nH]c1=O	-13%	-7%	1.2%	-1%	-11%
CC/C(=N\NC(=S)Nc1ccc(OC)cc1)c1ccc(OC(F)F)cc1	-9%	1%	0.1%	49%	0%
CCCCN(C)C1=CC2=CC(=C(C#N)C#N)CCC2CC1 (configuration not stated)	-2%	5%	0.0%	15%	-5%
O=C(Nc1ccc2oc(=O)ccc2c1)c1ccc(-c2ccc(Cl)cc2)o1	1%	8%	0.1%	15%	3%
CC[C@]1(C(=O)OC)[C@H]2C(=O)N(C)C(=O)[C@H]2[C@H]2CN=C(SCc3ccc(C#N)cc3)N21	·	·	0.7%	·	-5%
Cc1ccc(CSc2ncnc3c2cnn3Cc2ccccc2)cc1C	14%	12%	i	49%	-12%
O=C1NCCCC1C(=O)N/N=C/c1ccc(Cl)cc1 (configuration not stated)	5%	-7%	0.0%	-1%	-9%
Cc1sc(-n2c(C)cc(/C=C3\SC(=S)NC3=O)c2C)c(C#N)c1C	-4%	3%	0.5%	2%	1%
COC(=O)C1=C(c2ccc(OCc3ccccc3)cc2)C[C@@H]2CC[C@H]1N2C(=O)NCc1ccccc1	·	-9%	5.7%	-11%	-19%
S=C1NC(c2ccccc2)=NCN1c1ccccc1	-10%	-8%	6.2%	10%	-2%
O=C(CCCN=C1NS(=O)(=O)c2ccccc21)OCC(=O)c1ccccc1	2%	0%	2.1%	-2%	-3%
N#CC1=C2SCN(Cc3ccccc3)CN2C(=O)CC1c1ccc2c(c1)OCO2 (configuration not stated)	-14%&0%	-9%	i	72%	-2%
N#Cc1c(NC(=O)c2ccncc2)sc2c1CCC2	-4%	·	1.1%	·	20%

New compounds follow.
SMILES	PhoP GFP inhibition	M. tuberculosis HTS	inhibitors of VEEV	M. tuberculosis	influenza NS1A	others
COc1ccc(OC)c(S(=O)(=O)NC2CCCCC2)c1	2%	3%	i	4%	-2%
Cc1cc(C)c(S(=O)(=O)/N=C2/C=C(SCC(=O)O)C(=O)c3ccccc32)cc1C	·	·	7.1%	·	0%
Cc1cc(C)nc(NC(=NCCc2c[nH]c3ccccc23)NC(=O)C(C)(C)C)n1	8%	-10%	3.9%	-7%	-1%
CC(C)(C)NC(=S)NCCc1ccccc1	-14%	-23%	i	29%	-2%
Cc1ccc(CNc2ccc(CNc3ncn[nH]3)cc2)cc1	-3%	2%	i	4%	1%
Cc1sc2nc(CSCC(=O)N(CCC#N)c3ccccc3F)[nH]c(=O)c2c1C	·	·	4.2%	·	-13%
COC(=O)c1ccc(CNC(=O)COC(=O)/C=C/c2cc(OC)c(OC)c(OC)c2)cc1	·	-1%	0.8%	-1%	5%
C/C(NCCCn1ccnc1)=C(\C#N)C(N)=O	2%	-2%	1.3%	-2%	-12%
COc1cccc(CNC(=O)c2c(C)nn(-c3ccccc3)c2C)c1	-3%	6%	2.7%	-10%	1%
Cc1cc(C)cc(CC2CC(=O)N(c3nc(C)cc(C)n3)C2=O)c1 (configuration not stated)	-2%	-6%	8.1%	-10%	5%
CC(C)COCC1CC2(CC(C)C(=O)CC2=O)C(=O)O1 (configuration not stated)	10%	3%	1.7%	2%	6%
CCN(CC)CC(O)COc1ccc2c(c1)c(C(C)=O)c(C)n2-c1ccccc1 (configuration not stated)	-1%	-1%	0.3%	59%	-5%
O=C(CNC(=O)c1ccco1)NCC(=O)OCc1c(F)cccc1Cl	-10%	-7%	0.7%	-8%	2%
Cc1ccc(NC(=O)CC(=O)Nc2ccc(C)c(C)c2)cc1C	7%	30%	1.8%	1%	4%
CC(C)(C)OC(=O)NCC(=O)Oc1cc2oc(=O)cc(-c3ccccc3)c2cc1Cl	4%	-7%	2.2%	72%	-11%
O=C(CNC(=O)c1ccc(-c2ccccc2)cc1)OCc1c(Cl)cccc1Cl	-4%	51%	0.5%	-10%	-3%
O=C(C1CCN(S(=O)(=O)c2ccc(F)cc2)CC1)N1CCOCC1	14%	4%	0.4%	6%	7%
OCC1(CCOc2ccccc2)CCN(Cc2cccn2-c2ncccn2)CC1	-4%	?	0.3%	39%	-8%
C/C(=N\NC(=O)c1ccc(NS(=O)(=O)c2cccs2)cc1)c1ccc(O)cc1O	8%	3%	2.8%	-5%	3%
COc1ccc(-c2c(C(F)(F)F)oc3c(CN4CCN(C)CC4)c(O)ccc3c2=O)cc1	-3%	-5%	2.1%	11%	-6%
CCOc1ccc(N(C(C)C(=O)NCc2ccco2)S(C)(=O)=O)cc1 (configuration not stated)	-2%	-1%	i	4%	5%
CC(C)Cc1nc2n[nH]c(N)c2c2c1CCC2	10%	-4%	2.8%	-13%	9%
O=C(NCCN1CCOCC1)c1cc(Sc2ccc(F)cc2F)nc2ccccc12	1%	-2%	0.3%	-6%	12%
O=C(O)CN(c1ccc2c(c1)OCCO2)S(=O)(=O)c1ccccc1	1%	7%	1.3%	2%	-6%
Cn1c(SCC(=O)N2CCN(c3ccccc3)CC2)nnc1-c1ccco1	-2%	-7%	i	38%	-6%

Further entries:
SMILES	PhoP GFP inhibition	M. tuberculosis HTS	inhibitors of VEEV	M. tuberculosis	influenza NS1A	others
CN(CCCNS(=O)(=O)c1cccc2cccnc12)Cc1ccccc1	-6%	-8%	2.6%	·	0%
O=c1[nH]c(=O)n(C2CCCCC2)c(O)c1C=Nc1ccc(N2CCOCC2)cc1	-3%	1%	0.6%	-10%	-2%	inhibitors of VEEV 10K pilot screen=3.2
C[C@H](O)[C@@H]1C(=O)N2CCc3ccc(-c4ccccc4)cc3[C@@H]2C[C@@H]1N(C)C(=O)c1ccc(C#N)cc1	·	·	3.8%	·	-3%
O=C(NC1CCCCC1)C1CCCN1S(=O)(=O)c1ccc(Cl)cc1 (configuration not stated)	5%	-1%	i	-7%	-8%
C[C@H](CO)N1C[C@H](C)[C@@H](CN(C)Cc2ccc(C(=O)O)cc2)Oc2c(NS(=O)(=O)c3ccc(F)cc3)cccc2C1=O	·	-2%	0.0%	-23%	5%
CN1CCN(C(=S)Nc2cccc(C(F)(F)F)c2)CC1	-3%	4%	0.1%	0%	-1%
Cc1cc(C)c(C#N)c(OCc2ccc(Cl)nc2)n1	3%	3%	i	5%	-14%
CCOC(=O)CNC(=O)Cn1cnc2c(nnn2-c2cccc(Cl)c2)c1=O	-10%	-7%	3.0%	41%	-1%
COc1cccc(/C=C2\SC(=O)N(CCC(=O)NCCCn3ccnc3)C2=O)c1	8%	2%	1.1%	7%	8%
Cc1nc2sccn2c(=O)c1CCN1CCC(=C(c2ccccc2)c2ccc(F)cc2)CC1	12%	45µM*	·	78%	·
O=C(O)c1cc2n(n1)C(C(F)(F)F)CC(C1CC1)N2 (configuration not stated)	14%	-1%	0.2%	6%	10%
CCOc1ccc(-c2cn(-c3ccccc3OC)c(=S)[nH]2)cc1	-4%	14%	2.3%	35%	-6%
CC[C@@H]1C(=O)[C@H](Cc2ccccc2)[C@H]2CCCC(=O)N3CC[C@@H]1[C@@H]23	·	·	i	·	-6%
O=C(CCc1ccccc1)NNC(=O)COc1ccccc1Cl	-2%	-1%	i	6%	-1%
CC(=O)Nc1ccc(-n2c(=O)c3ccccc3c3ccccc3c2=O)cc1	7%	2%	i	63%	2%
CC1CCN(c2c(NCC3CCC(C(=O)NCCCc4ccccc4)CC3)c(=O)c2=O)CC1 (configuration not stated)	-17%	-4%	·	12%	·
O=C(CN1CCS(=O)(=O)CC1)N/N=C/c1cccc(C(F)(F)F)c1	-8%	-14%	2.8%	-9%	18%
Cc1nn(CC(=O)NCc2ccccc2)c(=O)c2ccccc12	-6%	-14%	i	-35%	-3%
CCOc1ccc(NC(=O)CSc2nnc(C)n2CC2CCCO2)cc1 (configuration not stated)	-9%	1%	i	1%	-3%
Cc1cc(C)cc(OCC(=O)O/N=C(\N)Cc2ccc([N+](=O)[O-])cc2)c1	-1%	3%	i	21%	·
O=C(Cn1cnc2c(oc3nc4c(cc32)CCCC4)c1=O)Nc1cccc(Cl)c1	-7%	-7%	1.9%	-12%	-7%
CCCC[n+]1ccn(C2=C([O-])c3ccccc3C(=O)/C2=N\S(=O)(=O)c2ccc(Cl)cc2)c1	-21%	-3%	4.5%	21%	6%
CN1/C(=C/C2CC(=O)N(c3ccc([N+](=O)[O-])cc3)C2=O)C(C)(C)c2ccccc21 (configuration not stated)	2%	?	1.6%	77%	6%
O=C(O)c1ccc(N/N=C/c2ccc(F)c(F)c2)cc1	-2%	7%	1.4%	-8%	-6%
COc1ccc(N2CCN(c3oc(Cc4ccccc4)nc3C#N)CC2)cc1	-13%	?	0.6%	18%	20%

The list goes on, starting with the last 4 of the part before.
SMILES	PhoP GFP inhibition	M. tuberculosis HTS	inhibitors of VEEV	M. tuberculosis	influenza NS1A	others
CCCC[n+]1ccn(C2=C([O-])c3ccccc3C(=O)/C2=N\S(=O)(=O)c2ccc(Cl)cc2)c1	-21%	-3%	4.5%	21%	6%
CN1/C(=C/C2CC(=O)N(c3ccc([N+](=O)[O-])cc3)C2=O)C(C)(C)c2ccccc21 (configuration not stated)	2%	?	1.6%	77%	6%
O=C(O)c1ccc(N/N=C/c2ccc(F)c(F)c2)cc1	-2%	7%	1.4%	-8%	-6%
COc1ccc(N2CCN(c3oc(Cc4ccccc4)nc3C#N)CC2)cc1	-13%	?	0.6%	18%	20%
COc1ccc(S(=O)(=O)N2CCOC2CNC(=O)C(=O)NCCN(C)C)cc1 (configuration not stated)	2%	-1%	0.5%	9%	-7%
COc1ccc(CNC(=O)CCNC(=O)N2CCn3c2nc2ccccc23)cc1	11%	6%	0.4%	-2%	-5%
CCCn1c(SCC(=O)c2c(N)n(C3CC3)c(=O)[nH]c2=O)nnc1-c1ccncc1	·	-6%	3.7%	-8%	-12%
CNC(=S)N(Cc1ccc(OC)cc1)Cc1cc2ccc(C)cc2[nH]c1=O	0%	-3%	1.5%	3%	0%
O=C(CN(Cc1ccco1)C(=O)CNS(=O)(=O)c1ccc(Cl)cc1)NC1CCCCC1	-3%&-9%	2%	i	5%	-2%
O=C(Nc1nccs1)c1cc(Cl)nc2ccccc12	-1%	10%	7.9%	43%	-18%
CCN(CC)Cc1cc(C(=O)O)c(C)o1	-6%	-8%	0.5%	-10%	1%
Cc1ccccc1OCC(=O)Nc1cccc(Cl)c1C	-3%	13%	0.0%	26%	0%
CC(C)Cn1nc(NC(=O)c2cccs2)c2cc3ccccc3nc21	-2%	21%	2.2%	20%	-1%
O=C(CSc1ccc(-c2cccnc2)nn1)Nc1ccc(Br)cc1	-3%	0%	1.8%	66%	8%
O=[N+]([O-])c1ccccc1S(=O)(=O)Nc1ccc(S(=O)(=O)N2CCOCC2)cc1	10%	2%	2.8%	-24%	1%
CCCn1c(N)c(C(=O)CSc2nc(C)nc3sc(C)c(C)c23)c(=O)[nH]c1=O	6%	0%	3.0%	6%	5%
CC12CCC(C(=Nc3ccc(N=C4C(=O)C5(C)CCC4C5(C)C)cc3)C1=O)C2(C)C	-19%	-3%	·	14%	·
OCCN(Cc1ccccc1)Cc1nc(CC2CC2)no1	-15%	-2%	i	-4%	1%
